From PubChem BioAssay
Myeloid diff 2 = myeloid differentiation induction | ER-HoxA9 myeloid progenitors, lysozyme-GFP differentiation, flow cytometry | calls only at 10 µM | AID 624256 | 1% of 360,000 active;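 active = normalized GFP-positive differentiation at or above the plate's own cutoff, the solvent-only control mean plus 3 SD; inconclusive = no clear call, values can overlap the other calls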;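 also: cells exposed to compound for four days before flow analysis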
Myeloid diff 2 GFP+ MAC1+ % = further read-out of Myeloid diff 2, marked with its call; GFP+ MAC1+ double positive, %; measured here: differentiation confirmed by MAC1 staining
* hit, by the source's call; i = inactive; ? = inconclusive; . = no result given. Some of the compounds tested; the hit share may differ from the screen's.

SMILES	Myeloid diff 2	Myeloid diff 2 GFP+ MAC1+ %
Cc1ccc(S(=O)(=O)N2[C@H](CC(=O)c3cccc4ccccc34)OC[C@@H]2C(C)C)cc1	i	2.3
CCOC(=O)N1CCN(C(=O)COC(=O)C2CCN(S(=O)(=O)c3c(Cl)cccc3Cl)CC2)CC1	i	0.6
CCCCn1c(N)c(N(CCOC)C(=O)COC(=O)COc2c(C)cccc2C)c(=O)[nH]c1=O	i	1.4
Cn1c(=O)c2c(ncn2CC(=O)OCC(=O)NNC(=O)c2ccc(Cl)cc2)n(C)c1=O	i	0.6
CCCS(=O)(=O)NC(=O)C1(C)CCCN(C(=O)c2ccc3ccccc3c2)C1 (stereo not given)	i	2.3
c1ccc(CN2CCC3CC2c2c3cccc2N2CCOCC2)cc1 (stereo not given)	i	0.4
O=S1(=O)CC(N2CCN(CCO)CC2)CN1Cc1cn(Cc2cccc(Cl)c2)nn1 (stereo not given)	i	1.8
Cc1ccc2nc(C(Cl)(Cl)Cl)nc(N/N=C/c3ccc([N+](=O)[O-])cc3)c2c1	i	0.3
O=C(NCCN1CCOCC1)c1cccc(S(=O)(=O)N(Cc2ccccc2)c2ccccc2)c1	i	1.5
COc1cc(C(=O)N2CCN(c3ccccc3F)CC2)ccc1OCC(=O)N1CCOCC1	i	0.2
COCC(C)NC(=O)CSc1nc2cc(S(=O)(=O)N3CCCCC3)ccc2o1 (stereo not given)	i	0.4
Cc1ccc(S(=O)(=O)N2CCOCC2)cc1C(=O)N1CC(C)OC(C)C1 (stereo not given)	i	0.9
CN(C)CCCNc1nc2cc(-c3ccsc3)sc2c(=O)n1C	i	0.3
CCc1nc2ccc(C(=O)NCCCN3CCCC3=O)cn2c1N(C)C(=O)Nc1ccccc1OC	i	1.0
O=C(CNC(=O)N1CC(=O)Nc2ccccc21)NCCCc1ccccc1	i	0.8
Cc1cccc(NC(=O)COC(=O)COc2ccc3c(c2)CCC3)c1	i	0.3
O=C(OCc1ccc([N+](=O)[O-])cc1)c1cc([N+](=O)[O-])ccc1N1CCOCC1	i	0.8
O=C(COC(=O)c1ccccc1Br)NCC1CCCO1 (stereo not given)	i	1.2
CC(=O)OCC(=O)C1(O)CCC2C3CCC4=CC(=O)CCC4(C)C3(Cl)C(O)CC21C (stereo not given)	i	0.4
Cc1ccc(CN2CC(C(=O)NNC(=O)c3ccc(F)cc3)CC2=O)cc1 (stereo not given)	i	0.3
COc1cc2c(cc1[N+](=O)[O-])-c1ccccc1C2	i	0.7
CCCCCCCCN1[C@@H](CC(=O)OC)c2cc(C(F)(F)F)ccc2S1(=O)=O	i	1.3
N#Cc1cccnc1N1CCN(C(=O)c2cccc3c2C(=O)c2ccc(Cl)cc2S3(=O)=O)CC1	i	0.6
COc1ccc2c(O)c(-c3c(C)cc(C)cc3C)c(=O)[nH]c2c1	i	0.5
Cc1c(C(=O)NCC(C)(C)N2CCOCC2)oc2ccccc12	i	0.9

Compound profiles (already shown). Values in the order: Myeloid diff 2	Myeloid diff 2 GFP+ MAC1+ %
Profile of CCCCn1c(N)c(N(CCOC)C(=O)COC(=O)COc2c(C)cccc2C)c(=O)[nH]c1=O = i	1.4
Profile of CCOC(=O)N1CCN(C(=O)COC(=O)C2CCN(S(=O)(=O)c3c(Cl)cccc3Cl)CC2)CC1 = i	0.6

Additional entries follow.
SMILES	Myeloid diff 2	Myeloid diff 2 GFP+ MAC1+ %
CCOC(=O)C1(C)CCN1C(=O)c1cc(F)ccc1C (stereo not given)	i	1.0
O=c1c(-c2ccccc2)nc2ccccc2n1C(c1ccccn1)c1nc2ccccc2[nH]1 (stereo not given)	i	1.2
Cc1ccc(O)c(Cn2nnc3ccccc32)c1	i	1.4
CCOc1ccc(NC(=O)CN(C)C(=O)C2CCCO2)cc1OCC (stereo not given)	i	1.4
O=C1COC(c2ccccc2O)=NN1CCCl	i	0.5
COc1ccc(N2CCN(S(=O)(=O)CCNC(=O)C3CC3)CC2)cc1	i	0.6
CCOC(=O)[C@]12CCC=C1N(CCC1=CCCCC1)C(=O)[C@H](CC(=O)NCCCOC)C2	i	0.6
CC(=O)c1cccc(NC(=O)C2(C)Cc3c(-c4cccc(C(F)(F)F)c4)ccnc3O2)c1 (stereo not given)	i	0.9
Cc1cccc(C)c1-n1nnnc1C1(C)CCC(=O)N1Cc1ccco1 (stereo not given)	i	0.4
Cc1ccc(-n2ncc3c(NCCCOC(C)C)ncnc32)c(C)c1	i	0.9
CCC(=NNS(=O)(=O)c1ccc(C)cc1)c1ccc(OC)c(C)c1	i	0.6
O=[N+]([O-])c1ccc(Nc2nccc(Cl)n2)cc1	i	0.2
O=C1[C@H](Cc2ccccc2)NCC=CC[C@@H](c2ccco2)N1Cc1ccccc1	i	1.5
CCN1C(=O)N[C@@H](c2ccccc2)[C@@H](C(=O)OC)[C@H]1C	i	0.7
Cc1cccc(CC(=O)NCCS(=O)(=O)N2CCN(c3ccccc3)CC2)c1	i	0.8
CN(C)CC#Cc1cccc(-c2nc(C(=O)O)cc3c2[C@@H](CCO)N(S(=O)C(C)(C)C)C3)c1 (stereo not given in full)	i	0.6
CN(C(=O)CSc1nnc(-c2ccc(OC(F)F)cc2)n1N)C1CCS(=O)(=O)C1 (stereo not given)	i	1.0
COc1ccc(S(=O)(=O)N(C)C)cc1NC(=O)c1ccc2c(c1)OCCO2	i	0.9
O=C(NCc1cccnc1)OC1CC2CC1[C@H]1CCCCN1C2=O (stereo not given in full)	i	0.9
COc1ccc(C(=O)c2cn(-c3cccc(Br)c3)nc2C(C)=O)cc1	i	0.7
Cc1ccc(S(=O)(=O)N2CCN(C(=O)CN3C(=O)NC(C)(CCC(C)C)C3=O)CC2)c(C)c1 (stereo not given)	i	1.7
COc1ccc(-c2ccc(NC(=O)c3ccc(Br)o3)cc2)nn1	i	0.7
CCc1nc2c(OCc3ccc(F)c(F)c3)cccn2c1N(C)C(=O)c1ccc(C)cc1	i	0.6
N#CCCN(C(=O)CSc1nc2ccccc2c(=O)[nH]1)c1ccc(F)cc1	i	1.3
O=C1c2oc3ccc(F)cc3c(=O)c2C(c2ccc(F)cc2)N1CCCN1CCOCC1 (stereo not given)	i	2.8
Further structures
SMILES	Myeloid diff 2	Myeloid diff 2 GFP+ MAC1+ %
Cc1cccc(CN2CCN(C3CN(Cc4cn(Cc5cccc(C(F)(F)F)c5)nn4)S(=O)(=O)C3)CC2)c1 (stereo not given)	i	1.2
COC1OC(COCc2ccccc2)C(N)C(OCc2ccccc2)C1OCc1ccccc1 (stereo not given)	i	2.6
COc1ccc(C(CNC(=O)c2oc3c(Cl)cccc3c2C)N2CCCC2)cc1 (stereo not given)	i	0.8
COc1ccccc1CNC(=O)C1CCCN1S(=O)(=O)c1ccc2c(c1)C(C)(C)C(=O)N2C (stereo not given)	i	1.4
CCN(Cc1nc2cc(Cl)ccc2c(=O)[nH]1)C(=O)c1cccc(NC(=O)c2cccs2)c1	i	0.8
CCCn1c(N)c(C(=O)CSc2n[nH]c(-c3ccc(C)cc3)n2)c(=O)[nH]c1=O	i	0.0
Cc1noc(C)c1COc1ccccc1C(=O)NNC(=O)C(C)Oc1ccccc1F (stereo not given)	i	0.9
C#CC(=O)CC1(CN(Cc2ccccc2)C(=O)OC(C)(C)C)CCCCC1	i	1.4
FC(F)(F)c1ccc(Cl)c(Nc2nnc(-c3ccncc3)s2)c1	i	1.0
CSc1ccc(CN2CCC2(C)C(=O)Nc2cnc3ccccc3c2)cc1 (stereo not given)	i	0.7
Cc1c(Cl)cnc(NC(=O)COC(=O)[C@H](C)NC(=O)c2ccccc2)c1Cl	i	0.8
CCOCCn1ccc2c(OCC(=O)Nc3cc(OC)ccc3OC)cccc2c1=O	?	.
O=C(COC(=O)c1nc(Cl)ccc1Cl)Nc1ccc(Cl)cn1	i	2.3
CCN1CCN(c2ccc(S(=O)(=O)N3CCCCC3)cc2NC(=O)Cc2ccc(Cl)c(Cl)c2)CC1	i	0.8
CC1(C(=O)NS(=O)(=O)c2ccccc2Cl)CCN1C(=O)C1(c2ccc(Cl)cc2)CCC1 (stereo not given)	i	1.0
CC1(c2ccccc2)NC(=O)N(CC(=O)N(CC(=O)Nc2ccccc2C(F)(F)F)Cc2ccco2)C1=O (stereo not given)	i	1.0
Nc1ccc(S(=O)(=O)Nc2nccs2)cc1	i	2.3
Cc1nnc(N2C(=O)C(=O)/C(=C(/O)c3ccc4c(c3)OCCO4)C2c2cccc([N+](=O)[O-])c2)s1 (stereo not given)	i	1.2
COC(C[C@@H]1O[C@@H]1C(=O)[C@H](C)OCc1ccccc1)OC	i	0.5
CN(Cc1ccccc1)C(=O)COC(=O)CNS(=O)(=O)c1ccc2ccccc2c1	i	0.7
COc1ccc(C(=O)NCCNc2nc3cc(C)cc(C)c3cc2C#N)c(OC)c1	i	5.2
O=c1c(-c2cccnc2)nc2ccccc2n1C(c1ccccn1)c1nc2ccccc2[nH]1 (stereo not given)	i	1.1
CCCCNC(=O)C1c2ccccc2OCC(=O)N1Cc1ccco1 (stereo not given)	i	0.8
Nc1ccc2c(=O)[nH][nH]c(=O)c2c1	i	0.4
Cc1ccc(SCC(=O)N(C)CC(=O)Nc2cccc(F)c2)cc1	i	0.5

3 entries from above, set out differently:
Values run as follows: Myeloid diff 2	Myeloid diff 2 GFP+ MAC1+ %
Cc1cccc(CN2CCN(C3CN(Cc4cn(Cc5cccc(C(F)(F)F)c5)nn4)S(=O)(=O)C3)CC2)c1 (stereo not given)
  i	1.2
COC1OC(COCc2ccccc2)C(N)C(OCc2ccccc2)C1OCc1ccccc1 (stereo not given)
  i	2.6
COc1ccc(C(CNC(=O)c2oc3c(Cl)cccc3c2C)N2CCCC2)cc1 (stereo not given)
  i	0.8

Next records
SMILES	Myeloid diff 2	Myeloid diff 2 GFP+ MAC1+ %
CCCNC(=O)C1(C)CCCN(C(=O)COc2ccc(C(C)(C)C)cc2)C1 (stereo not given)	i	1.0
COc1cc(C)c(NC(=O)C2CCN(S(=O)(=O)c3cccs3)CC2)cc1OC	i	0.6
CC(=O)NC(CC(=O)OCC(=O)N1CCN(S(=O)(=O)c2ccc(C)cc2C)CC1)c1ccccc1 (stereo not given)	i	0.5
CC(=O)c1cccc(-c2cnc3c(NC=O)cc(-c4ccc(N5CCN(C)CC5)cc4)cn23)c1	i	0.5
Cc1c(C(=O)N2CCOCC2)oc2ccc(Br)cc12	i	0.2
COc1cc(NC(=O)C2CC(=O)N(CCc3ccccc3)C2)cc(OC)c1 (stereo not given)	i	1.3
CC(C)Nc1nc(NC2CCCC2)nc(N2CCOCC2)n1	i	0.4
CCOc1ccc(NC(=O)COC(=O)c2cc(S(=O)(=O)N3CCCC3)ccc2C)cc1	i	0.5
CCCCN(C(=O)c1ccco1)c1c(N)n(CCC)c(=O)[nH]c1=O	i	1.0
CN(C(=O)C1CC1)c1ccccc1	i	0.8
CN(CC(=O)Nc1cccc(F)c1)C(=O)Cc1ccsc1	i	0.0
C[C@H](CO)N1C[C@H](C)[C@@H](CN(C)Cc2ccncc2)Oc2c(NC(=O)CCC(F)(F)F)cccc2C1=O	i	1.4
O=S(=O)(CCN1CCCC1)NCCNS(=O)(=O)c1ccc(F)cc1Br	i	0.6
CC1=C(O)c2ccccc2C(=O)C1=O	i	1.4
C=CC[C@@H](CC(=O)N(CCO)Cc1ccccc1)C(=O)N[C@@H](COC(=O)[C@@H](CC=C)CC(=O)OC(C)(C)C)Cc1c[nH]c2ccccc12	i	0.0
COc1ccc(C(=O)NCC2CCCO2)cc1S(=O)(=O)NCc1ccc(Cl)cc1 (stereo not given)	i	1.6
CN(C(=O)CSc1nc2ccccc2c(=O)n1-c1ccccc1Cl)C1CCS(=O)(=O)C1 (stereo not given)	i	0.9
C#CCOCCOCCOCCNc1nc(N2CCN(C(=O)Cn3cc(CCO)nn3)CC2)nc(N2CCN(C(=O)Cn3cc(CCO)nn3)CC2)n1	i	1.6
Cc1cc2nc(-c3ccccc3)c(CC(C)(C)C)n2c(C)c1Br	i	0.9
O=C(CN1CCN(C(=O)c2cccc(S(=O)(=O)N3CCCC3)c2)CC1)Nc1ccc(F)cc1	i	0.6
c1ccc(COc2cccc(-c3cc4nc(NCc5cccs5)ccn4n3)c2)cc1	i	1.4
CCc1ccccc1NC(=O)CNC(=O)CNC(=O)Cc1ccccc1	i	1.5
COc1ccccc1Cn1c(C)c(C(=O)NCCC#N)sc1=O	i	2.8
Cc1cccc(C)c1NC(=O)CN(C)C(=O)c1cc(S(=O)(=O)N2CCOCC2)ccc1N1CCCC1	i	0.5
COc1ccc(OC)c(NC(=O)CN2C(=O)NC3(CCCc4ccccc43)C2=O)c1 (stereo not given)	i	0.7
CO[C@H]1CN(C)C(=O)c2cc(NC(=O)c3ccccc3)ccc2OC[C@H](C)NC[C@@H]1C	i	2.3
CCCCn1c(N)c(N(CC(C)C)C(=O)c2cccc(S(=O)(=O)N(C)c3ccc(C)cc3)c2)c(=O)[nH]c1=O	i	0.9
O=C(c1ccco1)N1CCN(C(=O)c2cc(Cl)nc3ccccc23)CC1	i	0.5
COC(=O)CCN1CCC2CC1c1cc(-c3cccc(C)c3)ccc12 (stereo not given)	i	0.3
CC(C)Oc1ccc(S(=O)(=O)N2CCOCC2)cc1NC(=O)CC1CCCC1	i	0.2

Taken from above.
COc1cc(C)c(NC(=O)C2CCN(S(=O)(=O)c3cccs3)CC2)cc1OC in Myeloid diff 2 GFP+ MAC1+ % → 0.6
CCc1ccccc1NC(=O)CNC(=O)CNC(=O)Cc1ccccc1 in Myeloid diff 2 GFP+ MAC1+ % → 1.5
CC(=O)NC(CC(=O)OCC(=O)N1CCN(S(=O)(=O)c2ccc(C)cc2C)CC1)c1ccccc1 (stereo not given) in Myeloid diff 2 GFP+ MAC1+ % → 0.5
C[C@H](CO)N1C[C@H](C)[C@@H](CN(C)Cc2ccncc2)Oc2c(NC(=O)CCC(F)(F)F)cccc2C1=O in Myeloid diff 2 GFP+ MAC1+ % → 1.4
O=C(c1ccco1)N1CCN(C(=O)c2cc(Cl)nc3ccccc23)CC1 in Myeloid diff 2 GFP+ MAC1+ % → 0.5
CC(=O)c1cccc(-c2cnc3c(NC=O)cc(-c4ccc(N5CCN(C)CC5)cc4)cn23)c1 in Myeloid diff 2 GFP+ MAC1+ % → 0.5
C#CCOCCOCCOCCNc1nc(N2CCN(C(=O)Cn3cc(CCO)nn3)CC2)nc(N2CCN(C(=O)Cn3cc(CCO)nn3)CC2)n1 in Myeloid diff 2 GFP+ MAC1+ % → 1.6
